From PubChem BioAssay
MazEF act: activators of E. coli MazEF toxin-antitoxin RNase. P0AE70. FAM/BHQ RNA-DNA oligo cleavage fluorescence, 5 h. activation, % at 20 µM. 350,000 compounds, 0.32% hits; in the data active = activation above about 50%
Anthrax LF prot: anthrax lethal factor protease inhibition; multiplex microsphere protease cleavage assay, LF; inhibition, % at 10 µM; 360,000 compounds, 0.12% hits; AID 588501; in the data active = inhibition above about 30%; also: plate controls were buffer without enzyme for full effect and enzyme alone for no effect
SSB-PriA inh: inhibitors of Klebsiella pneumoniae PriA binding to SSB C-terminal tail | inhibition, % at 33 µM | 430,000 compounds, 0.6% hits | AlphaScreen SSBct-PriA binding, biotinylated peptide; in the data active = inhibition mostly above about 37%, no sharp cut-off; inactive = mostly below about 20%;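 also: plate controls were negative control peptide for no effect and reference peptide for full effect; strong numbers were not always called active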
BH1578 lux ind: quorum light induction in luxS cqsA deficient V. cholerae | V. cholerae BH1578 lux reporter, luminescence, 6 h | 350,000 compounds, 0.16% hits | activation, % at 18.7 µM; in the data active = activation mostly above about 9.7%, no sharp cut-off; also: not every result past the cut was called active; inactives centre near 0; reference of the scale not given here
Rv3671c inh: Rv3671c (M. tuberculosis) protease inhibition. AID 2606. inhibition, % at 5.96 µM. 320,000 compounds, 0.048% hits; in the data active = inhibition above about 38%;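 also: extracellular domain of Rv3671c used as enzyme; 0% = enzyme with DMSO and 100% = no enzyme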
Yp Topo-I inh: Y. pestis Topo-I inhibition via cleavage products; 360,000 compounds, 0.064% hits; activity, % at 10 µM; Y. pestis Topo-I cleavage product accumulation, plate reader; in the data active = activity above about 50%, passing the limit was not always enough; also: inactives centre near 2
TcdB GH inh: TcdB glycohydrolase inhibition; 350,000 compounds, 0.24% hits; P18177; inhibition, % at 9.99 µM; TcdB glycohydrolase enzymatic assay, plate reader; in the data active = inhibition above about 10%
Target sequence (P18177 whole entry, looked up): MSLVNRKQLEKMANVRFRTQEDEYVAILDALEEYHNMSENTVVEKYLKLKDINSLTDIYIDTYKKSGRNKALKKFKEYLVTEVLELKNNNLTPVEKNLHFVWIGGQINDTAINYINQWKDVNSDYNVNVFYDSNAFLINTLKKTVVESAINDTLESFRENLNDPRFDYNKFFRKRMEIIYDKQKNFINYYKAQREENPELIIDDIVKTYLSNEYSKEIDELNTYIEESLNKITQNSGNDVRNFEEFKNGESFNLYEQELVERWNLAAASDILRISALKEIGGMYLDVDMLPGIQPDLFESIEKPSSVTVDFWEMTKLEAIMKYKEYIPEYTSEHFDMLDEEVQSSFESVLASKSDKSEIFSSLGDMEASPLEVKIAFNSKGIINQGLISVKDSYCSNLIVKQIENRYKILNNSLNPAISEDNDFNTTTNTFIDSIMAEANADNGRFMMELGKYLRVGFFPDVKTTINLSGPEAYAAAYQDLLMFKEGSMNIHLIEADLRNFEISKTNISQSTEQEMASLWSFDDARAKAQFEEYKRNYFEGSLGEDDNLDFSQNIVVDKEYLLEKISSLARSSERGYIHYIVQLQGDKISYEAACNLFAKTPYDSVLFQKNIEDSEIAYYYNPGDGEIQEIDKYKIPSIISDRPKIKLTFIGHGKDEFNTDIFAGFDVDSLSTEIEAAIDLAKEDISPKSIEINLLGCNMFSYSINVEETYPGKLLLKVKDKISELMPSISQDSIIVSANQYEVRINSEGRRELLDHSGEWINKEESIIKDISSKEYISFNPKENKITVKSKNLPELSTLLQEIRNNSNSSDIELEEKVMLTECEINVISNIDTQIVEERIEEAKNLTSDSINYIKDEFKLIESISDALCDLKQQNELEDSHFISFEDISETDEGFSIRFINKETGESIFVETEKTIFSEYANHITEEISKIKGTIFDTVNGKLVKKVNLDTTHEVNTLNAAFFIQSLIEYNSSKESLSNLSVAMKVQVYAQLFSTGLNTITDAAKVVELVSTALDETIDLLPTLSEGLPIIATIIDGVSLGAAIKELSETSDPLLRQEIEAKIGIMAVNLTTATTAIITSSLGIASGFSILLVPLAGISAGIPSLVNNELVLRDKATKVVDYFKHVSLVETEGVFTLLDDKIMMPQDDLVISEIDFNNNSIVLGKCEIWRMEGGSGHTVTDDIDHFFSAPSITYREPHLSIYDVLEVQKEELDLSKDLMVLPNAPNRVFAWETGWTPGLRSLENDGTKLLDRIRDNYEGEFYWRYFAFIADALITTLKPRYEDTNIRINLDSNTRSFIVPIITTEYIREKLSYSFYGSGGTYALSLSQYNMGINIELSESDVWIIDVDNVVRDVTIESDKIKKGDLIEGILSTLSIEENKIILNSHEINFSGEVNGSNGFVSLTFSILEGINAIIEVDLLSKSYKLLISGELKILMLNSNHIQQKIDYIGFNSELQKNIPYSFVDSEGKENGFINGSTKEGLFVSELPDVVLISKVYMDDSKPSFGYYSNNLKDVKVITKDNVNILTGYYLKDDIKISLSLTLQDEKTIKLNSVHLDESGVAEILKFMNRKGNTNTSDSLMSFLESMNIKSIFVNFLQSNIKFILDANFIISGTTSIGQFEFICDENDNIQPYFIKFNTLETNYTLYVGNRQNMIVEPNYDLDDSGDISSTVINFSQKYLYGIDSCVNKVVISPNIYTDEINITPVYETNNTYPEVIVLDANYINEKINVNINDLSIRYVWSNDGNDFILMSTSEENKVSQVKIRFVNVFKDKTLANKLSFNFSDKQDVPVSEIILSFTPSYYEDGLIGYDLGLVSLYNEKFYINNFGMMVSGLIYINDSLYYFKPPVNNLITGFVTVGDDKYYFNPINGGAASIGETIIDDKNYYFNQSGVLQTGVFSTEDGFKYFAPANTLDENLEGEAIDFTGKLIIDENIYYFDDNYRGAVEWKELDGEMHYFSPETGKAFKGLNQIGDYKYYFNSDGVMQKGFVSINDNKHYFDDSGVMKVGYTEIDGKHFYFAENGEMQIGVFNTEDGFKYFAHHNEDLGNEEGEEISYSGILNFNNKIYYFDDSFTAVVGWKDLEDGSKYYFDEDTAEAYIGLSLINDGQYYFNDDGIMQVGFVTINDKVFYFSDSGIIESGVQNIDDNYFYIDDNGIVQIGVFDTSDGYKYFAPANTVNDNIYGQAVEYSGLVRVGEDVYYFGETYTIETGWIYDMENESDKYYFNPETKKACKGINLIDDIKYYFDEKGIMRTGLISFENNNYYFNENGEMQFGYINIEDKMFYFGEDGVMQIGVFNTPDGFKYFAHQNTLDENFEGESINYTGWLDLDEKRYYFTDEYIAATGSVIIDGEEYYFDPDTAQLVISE
VHR inh abs: inhibitors of human VHR1 phosphatase (DUSP3) | 290,000 compounds, 0.52% hits | inhibition, % at 13.3 µM | recombinant VHR phosphatase, pNPP absorbance | AID 1654; in the data active = inhibition above about 50%; also: some compounds called inactive have numbers as strong as hits
SARS 3CLpro inh: SARS-CoV 3CLpro protease inhibition. P0C6X7. recombinant SARS-CoV 3CLpro, quenched FRET peptide cleavage. inhibition, % at 6 µM. 290,000 compounds, 0.14% hits; in the data active = inhibition above about 12%
PfHsp40 yeast: compounds rescuing yeast from Plasmodium falciparum HSP40 toxicity. S. cerevisiae expressing PfHsp40, growth rescue, ATP luminescence. growth rescue, % at 12.5 µM. 340,000 compounds, 0.68% hits. AID 504582; in the data active = growth rescue above about 28%, passing the limit was not always enough;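 also: yeast W303a lacking pdr1 and pdr3 grown in galactose medium; growth measured after three days at 30 °C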
Active calls of the source: *; i = inactive; . = no result given; & = joins results of further samples. A portion of the library; the hit share may differ from the screen's.

SMILES | MazEF act | Anthrax LF prot | SSB-PriA inh | BH1578 lux ind | Rv3671c inh | Yp Topo-I inh | TcdB GH inh | VHR inh abs | SARS 3CLpro inh | PfHsp40 yeast
Cc1nc(N2CCOCC2)c2c(C)c(C(=O)Nc3ccc(F)cc3Cl)sc2n1 | -13 | -2 | 4 | -0.8 | -2 | 5 | -0.4 | -7 | 2 | -0.6
COc1cc(OC)cc(-c2c(C#Cc3ccsc3)c3cc(-c4ccc(CN5CCOCC5)cc4)ccc3n2C)c1 | -8 | 2 | -9 | i | 3 | 4 | 0.9 | . | . | 0.0
CCn1c(C)nc2cc(C(=O)NNC(=S)Nc3ccc(F)cc3)ccc21 | 4 | 3 | -3 | 0.5 | 16 | 0 | -1.4 | 21 | 0 | 0.3
Oc1ccc(C[C@H]2CNC(=S)N2CC2CCCN2C[C@H](Cc2ccc(O)cc2)N2C[C@H](Cc3ccc(O)cc3)N(CC3CCCCC3)C2=S)cc1 (stereo partly specified) | -5 | -3 | 1 | 1.4 | . | 20 | 0.5 | . | . | -0.2
O=C(C[n+]1cccc(CNC(=O)c2ccc(OC(F)F)cc2)c1)Nc1cc(C(F)(F)F)ccc1Cl | 30 | -1 | -1 | -0.3 | 3 | -14 | . | 21 | 2 | 1.0
CCOC(=O)c1ccc(S(=O)(=O)NNc2ccc(C(F)(F)F)cn2)cc1 | -9 | -11 | -5 | i | -14 | 7 | 0.5 | . | . | 0.5
COc1ccc(N2C(=O)C(O)C2c2ccc(C)cc2)cc1 (stereo unspecified) | 6 | 0 | 2 | -0.2 | 9 | 6 | 1.2 | -5 | -2 | -1.8
CCOC(=O)Cn1c(=O)c(F)cn(Cc2ccc(OC)c([N+](=O)[O-])c2)c1=O | -2 | 9 | -14 | i | . | -8 | -0.1 | 21 | -1 | 0.5
CCN(CC(=O)NCc1ccc(F)cc1)C(=O)c1ccc(Cl)cc1 | 8 | 11 | -10 | -1.4 | -1 | 0 | 2.6 | 22 | 3 | 1.0
CCCSc1ccc([C@@H]2[C@H]3C(=O)N(CC)C(=O)[C@H]3[C@]3(C(=O)OC)CCCN23)cc1OC | -2 | 3 | 8 | i | -4 | 17 | -0.2 | . | . | 4.0
CCOC(=O)NC(NC(=S)Nc1ccccc1[N+](=O)[O-])C(Cl)(Cl)Cl (stereo unspecified) | 4 | -1 | -9 | i | 12 | -3 | . | 35 | 1 | 1.9
Cc1ccc(C(=O)N2CCOCC2)c(F)c1F | -6 | 3 | -16 | i | 5 | 32 | -1.9 | 4 | 7 | -0.2
O=C(NNC(=O)C12CC3CC(CC(C3)C1)C2)c1ccccc1[N+](=O)[O-] | 10 | 4 | 13 | 0.7 | 4 | 8 | -0.5 | 17 | -2 | -0.3
CCC1COC(c2cccn2Cc2ccc(Cl)cc2)=N1 (stereo unspecified) | -5 | 2 | -6 | -0.5 | 2 | 6 | -0.3 | -25 | -1 | -1.2
Cc1nc2cc(NC(=O)CSc3nc4c(C)cccc4cc3C#N)ccc2s1 | -16 | 0 | -1 | -0.2 | -8 | 13 | . | 20 | 2 | 1.3
O=c1c2sccc2nc(SCc2ccc([N+](=O)[O-])cc2)n1Cc1ccccn1 | 0 | -2 | 10 | -0.4 | -3 | -1 | 0.4 | -5 | 0 | 0.4
Cc1ccc(C2CCN(C(=O)Nc3ccc(F)cc3)C2)cc1 (stereo unspecified) | -4 | 0 | -15 | -0.3 | -9 | 9 | 0.4 | 21 | 4 | 2.4
CCc1ccccc1NC1=NCC(=O)N1C1CCCCC1 | 5 | -1 | -19 | i | 2 | -1 | . | 18 | -2 | -0.4
CSCCC1NC(=O)N(CC(=O)Nc2ccc(N3CCCCC3)cc2)C1=O (stereo unspecified) | 4 | -3 | -11 | -25 | -4 | -6 | . | 32 | -2 | -0.7
O=C(COc1ccc(Br)cc1CNCCCN1CCOCC1)Nc1ccccc1 | -2 | -1 | -1 | -0.2 | 3 | 4 | 0.7 | 8 | 0 | -1.3
COC(=O)C1=C(c2cc3ccccc3s2)C[C@@H]2CC[C@H]1N2C(=O)NCCO | -8 | 2 | 5 | i | 5 | 8 | 0.6 | . | . | -1.9
COC(=O)c1ccccc1NC(=O)CSc1nc2ccccc2c(=O)[nH]1 | -6 | 2 | -16 | -1.4 | -7 | -5 | -0.3 | 0 | 0 | 0.4
CCC(C)[C@H](NC(=O)N1CCCCCC1)C(=O)OC (stereo partly specified) | 2 | -5 | -6 | i | -11 | 0 | -0.4 | 8 | 9 | .
NS(=O)(=O)c1cccc(NC(=O)COC(=O)/C=C/c2nc3ccccc3s2)c1 | -6 | -1 | -10 | -1.1 | 1 | -9 | -3.9 | . | . | -1.2
CCn1c(/C=C/c2c(C)[nH]c3ccccc23)nc2ccccc2c1=O | 106* | 1 | -7 | -0.2 | 4 | -2 | 0.9 | -10 | 6 | 1.2
COc1ccc(C(=O)CSc2nnc(-c3cccs3)n2-c2ccccc2)cc1 | 0 | -3 | -17 | -1.2 | 3 | 0 | . | 18 | 1 | 0.4
CCOc1nc(N2CCOCC2)nc(C)c1[N+](=O)[O-] | 5 | 0 | 2 | 1.1 | 3 | -3 | -1.5 | -10 | -2 | -0.6
Cc1cccc(C(=O)NNC(=S)NC(=O)c2ccccc2)c1 | -13 | 3 | 1 | -0.7 | 10 | 4 | 2.1 | . | . | 127*
Cc1ccc(NC(=O)CSc2nc3ccccc3c(=O)n2Cc2cccs2)cc1 | -22 | -1 | -1 | -0.2 | -14 | 6 | 0.5 | 7 | -1 | 0.3
CCOc1ccc(S(=O)(=O)N(C)CC(=O)N2CCN(CC)CC2)cc1 | 3 | -23 | -2 | i | 11 | -8 | 0.3 | 11 | 1 | 0.4
Cc1ccc([N+](=O)[O-])cc1NC(=O)Cc1cccs1 | 0 | 0 | -15 | i | -2 | -14 | 0.8 | 3 | -1 | -1.1
Cc1csc(SC(C)C(=O)NCC2CCCO2)n1 (stereo unspecified) | 9 | . | -4 | -0.6 | 4 | -11 | 2.6 | . | . | 1.2
CCOC(=O)c1ccc2c(c1)nc(COc1ccc3ccccc3c1)n2CC | -1 | -5 | -6 | -0.4 | -18 | 2 | . | 7 | -3 | -1.0
COc1ccccc1NC(=S)N1CCOCC1 | 5 | -4 | -14 | 3.1 | -3 | -3 | -0.5 | -8 | -1 | -0.7
Nc1c(C(=O)Nc2ccc(Br)cc2)sc2nc(N3CCOCC3)c3c(c12)CCCC3 | -4 | -1 | . | i | . | -3 | 1.3 | . | . | .
COc1cc(C)c(Cl)cc1S(=O)(=O)NCCCN1CCOCC1 | -5 | 0 | -12&-23 | -6.2 | 4 | -12 | . | 4 | 4 | -1.6
CCOP(=O)(OCC)c1nc(-c2cccc3ccccc23)oc1NCc1ccc(OC)cc1 | 2 | -4 | -32 | i | 0 | 29 | 0.3 | -3 | -1 | 2.2
O=C1/C(=C\c2ccccc2)CCC/C1=C/c1ccccc1 | -9 | -6 | 3 | . | . | 26 | -0.2 | . | . | 1.0
CC(=O)NCCc1ccc(S(=O)(=O)Nc2cccnc2)cc1 | 7 | -6 | -6 | 3.7 | -6 | -4 | . | -1 | 2 | 0.8
CC(C)Oc1cccc(C(=O)C2CCCN(Cc3cccn3-c3ccccn3)C2)c1 (stereo unspecified) | 4 | -9 | 13 | -1.4 | -1 | 18 | 0.5 | 22 | 4 | -0.7

Reformatted: entries from further up
molecule,MazEF act,Anthrax LF prot,SSB-PriA inh,BH1578 lux ind,Rv3671c inh,Yp Topo-I inh,TcdB GH inh,VHR inh abs,SARS 3CLpro inh,PfHsp40 yeast
CCC(C)[C@H](NC(=O)N1CCCCCC1)C(=O)OC (stereo partly specified),2,-5,-6,i,-11,0,-0.4,8,9,.
NS(=O)(=O)c1cccc(NC(=O)COC(=O)/C=C/c2nc3ccccc3s2)c1,-6,-1,-10,-1.1,1,-9,-3.9,.,.,-1.2
CCn1c(/C=C/c2c(C)[nH]c3ccccc23)nc2ccccc2c1=O,106*,1,-7,-0.2,4,-2,0.9,-10,6,1.2
COc1ccc(C(=O)CSc2nnc(-c3cccs3)n2-c2ccccc2)cc1,0,-3,-17,-1.2,3,0,.,18,1,0.4

Continuation.
SMILES | MazEF act | Anthrax LF prot | SSB-PriA inh | BH1578 lux ind | Rv3671c inh | Yp Topo-I inh | TcdB GH inh | VHR inh abs | SARS 3CLpro inh | PfHsp40 yeast
CCOC(=O)C(C)n1cnc2c1c(=O)[nH]c(=O)n2C (stereo unspecified) | -6 | 3 | 0 | -5.3 | 4 | 1 | . | 9 | 0 | -0.1
O=C(CCCn1c(=O)oc2ccccc21)N1CCN(c2ccc(F)cc2)CC1 | 2 | 2 | 3 | i | 17 | -11 | 1.1 | -8 | 2 | -0.3
CC12CN3CCN(C1)CC(C)(C3)C2=NN | -6 | -8 | 1 | -0.4 | -3 | -1 | 0.7 | 8 | 6 | -1.0
COc1cccc(COC(=O)C2CC(=O)N(Cc3ccco3)C2)c1OC (stereo unspecified) | -2 | -4 | -3 | -0.5 | -2 | 6 | 1.2 | -3 | 4 | -1.8
COc1cccc(CNC(=O)CSc2nc3ccc(C)cc3[nH]2)c1 | 3 | 1 | 9 | i | -9 | 8 | 2.9 | -18 | -2 | 1.1
CCOc1ccccc1N(C)S(=O)(=O)c1ccc2c(c1)CC(C)N2C(=O)C1CC1 (stereo unspecified) | 4 | . | -11 | -4.6 | -7 | 33 | 0.8 | 50* | -4 | -1.6
COc1ccc(N2CCN(CCc3ccncc3)CC2)cc1 | 5 | -2 | -14 | -0.3 | 2 | 3 | 0.7 | 7 | 0 | -0.2
O=C(Nc1cccc(C(=O)O)c1)/C(=C/c1ccc2c(c1)OCO2)NC(=O)c1cccc(Br)c1 | 2 | 8 | 11 | -0.4 | 3 | 6 | -1.5 | 16 | 6 | 0.6
Cc1csc(SCC(=O)Nc2cccc(S(=O)(=O)N3CCOCC3)c2)n1 | -2 | -3 | -6 | -3.6 | 5 | -6 | 1.3 | 40 | -1 | 1.4
O=S(=O)(c1ccc(F)cc1)n1ccc2cccnc21 | 8 | 2 | -3 | 2.2 | -5 | -2 | . | 35 | 2 | 0.0
C[C@@H]1CN([C@@H](C)CO)C(=O)CCCn2nncc2CO[C@@H]1CN(C)C(=O)Oc1cccc2ccccc12 | 6 | 0 | . | -0.1 | . | -2 | 0.7&-0.5 | . | . | .
COC(=O)C1C2c3ccccc3OC1(C)N=c1s/c(=C/c3cn(C)nc3C)c(=O)n12 (stereo unspecified) | -2 | 0 | -18 | -0.4 | -9 | 18 | . | 5 | 1 | 0.5
Cc1cccc(-c2nc(CS(=O)CC(=O)NC3CCCCC3)c(C)o2)c1 (stereo unspecified) | 1 | 1 | 4 | -0.3 | -4 | 22 | -1.9 | 13 | -1 | -0.6
COc1ccc(S(=O)(=O)N2CCOCC2)cc1NC(=O)CCCOc1ccc(C(C)=O)cc1 | 6 | -10 | . | -4.5 | . | 1 | 1.2 | . | . | .
Cc1[nH]c(C)c(S(=O)(=O)N2CCN(c3ccccc3F)CC2)c1C(=O)N1CCCC1 | 0 | 2 | 5 | i | -5 | -2 | -0.4 | 32 | -4 | -0.5
Cc1nc(-c2ccc(F)cc2)c(CC(=O)N(C)CC(=O)Nc2ccccc2Cl)s1 | -2 | -5 | -8 | -5.9 | 4 | 7 | 0.0 | . | . | -1.6
CCCC(=O)Nc1ccc(S(=O)(=O)N2CCCC2)cc1 | 0 | -3 | -14 | -10 | 2 | 1 | -0.2 | -19 | 0 | 1.3
COc1ccccc1CNC(=O)/C=C/c1ccc(Br)o1 | -4 | -1 | 2 | i | 5 | -6 | -0.1 | 4 | -1 | -0.3
CCOC(=O)N=Nc1c(O)n(Cc2ccccc2)c2ccccc12 | 1 | 2 | -5 | -0.2 | -4 | 12 | 1.8 | 0 | 1 | 0.2
O=C(CN1C2CCCC1CC(NC(=O)c1ccco1)C2)Nc1ccccc1C(F)(F)F (stereo unspecified) | 0 | -4 | -1 | -0.3 | 3 | 18 | . | 9 | -3 | 0.7
CN(C)CCNC(=O)CCn1nc(-c2ccc(Cl)cc2)ccc1=O | 6 | -9 | 2 | i | 0 | -10 | 1.8 | 24 | -1 | -2.0
